UGM FP inh = inhibitors of M. tuberculosis UDP-galactopyranose mutase. P9WIQ1. purified UGM, fluorescence polarization probe displacement. inhibition, % at 10 µM. 0.06% of 320,000 active. AID 504406; in the data active = inhibition above about 10%, passing the limit was not always enough; inconclusive = no clear call, values can overlap the other calls
Mtb BioA inh = inhibitors of Mycobacterium tuberculosis BioA enzyme | purified M. tuberculosis BioA enzyme, plate reader | inhibition, % at 9.99 µM | 0.096% of 360,000 active | AID 602481; in the data active = inhibition above about 40%; inconclusive = no clear call, values can overlap the other calls
Anthrax LF prot = blocks Bacillus anthracis lethal factor protease; inhibition, % at 10 µM; 0.12% of 360,000 active; P15917; multiplex microsphere protease cleavage assay, LF; AID 588501; note: plate controls were buffer without enzyme for full effect and enzyme alone for no effect
Target sequence (P15917 whole entry, looked up): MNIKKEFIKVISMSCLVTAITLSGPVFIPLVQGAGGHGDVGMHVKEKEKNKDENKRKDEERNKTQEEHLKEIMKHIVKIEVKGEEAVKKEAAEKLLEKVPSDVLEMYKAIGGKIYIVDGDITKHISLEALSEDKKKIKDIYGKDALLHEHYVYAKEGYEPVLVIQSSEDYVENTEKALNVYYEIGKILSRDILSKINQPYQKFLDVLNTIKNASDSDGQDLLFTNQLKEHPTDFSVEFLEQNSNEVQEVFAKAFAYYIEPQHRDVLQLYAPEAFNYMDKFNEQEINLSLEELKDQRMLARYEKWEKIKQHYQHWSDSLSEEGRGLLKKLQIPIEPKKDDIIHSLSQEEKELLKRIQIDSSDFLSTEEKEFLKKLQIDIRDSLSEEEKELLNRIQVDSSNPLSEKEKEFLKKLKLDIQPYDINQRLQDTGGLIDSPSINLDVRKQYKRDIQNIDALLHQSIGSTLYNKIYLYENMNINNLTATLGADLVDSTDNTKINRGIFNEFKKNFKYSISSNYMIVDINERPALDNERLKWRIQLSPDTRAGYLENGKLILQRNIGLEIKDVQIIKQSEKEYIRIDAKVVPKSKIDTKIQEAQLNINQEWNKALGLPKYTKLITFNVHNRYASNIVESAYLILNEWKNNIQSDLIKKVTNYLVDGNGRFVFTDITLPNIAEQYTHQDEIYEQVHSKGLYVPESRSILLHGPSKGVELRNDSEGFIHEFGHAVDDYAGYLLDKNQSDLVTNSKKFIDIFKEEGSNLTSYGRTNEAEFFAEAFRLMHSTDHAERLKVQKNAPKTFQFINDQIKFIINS
GDH-TPI counter = inhibits GDH-TPI coupling enzymes, artifact for Mtb FBA screen | GDH-TPI coupled enzyme counterscreen, NADH absorbance | inhibition, % at 4.8 µM | 1.2% of 360,000 active; in the data active = inhibition above about 30%;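 note: 0% = DMSO wells and 100% = wells lacking the enzyme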
BoNT-F LC inh = blocks Botulinum neurotoxin F light chain protease. inhibition, % at 10 µM. 0.22% of 360,000 active. Multiplex microsphere protease cleavage assay, flow cytometry; in the data active = inhibition above about 35%, passing the limit was not always enough; inconclusive = no clear call, values can overlap the other calls; note: plate controls were buffer without enzyme for full effect and enzyme alone for no effect
Mtb FBA inh = inhibits M. tuberculosis FBA enzyme; P9WQA3; purified M. tuberculosis FBA, fluorescence read-out; inhibition, % at 1 µM; 2.3% of 360,000 active; in the data active = inhibition above about 27%;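 note: 0% = vehicle and 100% = reference inhibitor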
FadD28 binding = blocks FadD28 binding to the bisubstrate probe. 0.22% of 360,000 active. inhibition, % at 12.5 µM. AID 588549. fluorescence polarization; in the data active = inhibition above about 8.5%, passing the limit was not always enough; inconclusive = no clear call, values can overlap the other calls
PfHsp40 rescue = compounds rescuing yeast from Plasmodium falciparum HSP40 toxicity. 0.68% of 340,000 active. S. cerevisiae expressing PfHsp40, growth rescue, ATP luminescence. growth rescue, % at 12.5 µM; in the data active = growth rescue above about 28%, passing the limit was not always enough; inconclusive = no clear call, values can overlap the other calls;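 note: yeast W303a lacking pdr1 and pdr3 grown in galactose medium; growth measured after three days at 30 °C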
BoNT-A LC inh2 = inhibitors of Botulinum neurotoxin A light chain protease; inhibition, % at 10 µM; 0.17% of 360,000 active; multiplex microsphere protease substrate cleavage, flow cytometry; AID 588499; note: plate controls were buffer without enzyme for full effect and enzyme alone for no effect
Active calls of the source: *; ? = inconclusive; . = not tested or not shown. Cut-off read from the data, not from the text of the source, unless noted: active = inhibition above about 30%; inconclusive = no clear call, values can overlap the other calls; inactive = below that.

molecule	Anthrax LF prot	FadD28 binding	PfHsp40 rescue	Mtb FBA inh	Mtb BioA inh	BoNT-A LC inh2	GDH-TPI counter	BoNT-F LC inh	UGM FP inh
COc1ccc(-n2c(SCC(=O)N3CCCCC3)nc3ccccc3c2=O)cc1	-3	0.1	-0.7	2	-0.3	-3.5	2	6	.
CCn1c(C2CC(=O)N(c3cc(C)cc(C)c3)C2)nc2ccccc21 (configuration not stated)	-5	-2.8	-1.5	0	-3.4	-0.2	10	-1	-0.4
CCCC(=O)Nc1nn(CC(C)C)c2nc3cc(C)ccc3cc12	-6	.	4.9	3	-1.2	0.6	2	-12	0.8
CCOC(=O)c1ccc(NC(=O)CN2CCN(C(=O)c3ccco3)CC2)cc1	0	-1.4	-0.1	1	-0.7	-1.1	2	5	1.2
O=C(c1ncn2c1c(=O)[nH]c1ccccc12)N1CCc2ccccc2C1	-1	0.5	.	3	-0.2	-0.9	2	-8	.
O=P(c1ccccc1)(c1ccccc1)C1CCCO1 (configuration not stated)	1	-1.3	1.9	-5	-2.2	2.5	13	4	-0.1
COc1ccc(COC(=O)C2=C(C)NC(=O)NC2c2ccc(O)c(OC)c2)cc1 (configuration not stated)	-2	-3.6	-0.4	-1	2.1	0.9	-6	-4	-1.1
CC(=O)NC(CC(=O)Oc1ccc(C)cc1Br)c1ccccc1 (configuration not stated)	-2	-1.5	1.0	-1	-0.4	-1.0	-13	1	2.6
COc1ccc(-c2cc(C(=O)N/N=C/c3cc(OC)c(OC)cc3OC)c3ccccc3n2)cc1	-8	-3.2	.	2	-1.1	0.0	27	-6	2.7
CC1=C(C(=O)OC2CCCCC2)C(c2cccnc2)n2nnnc2N1 (configuration not stated)	-14	-1.1	-1.2	-2	5.5	-0.1	-1	0	0.9
COc1cc(C(c2nnnn2C2CCCC2)N2CCN(C(=O)c3ccco3)CC2)cc(OC)c1OC (configuration not stated)	3	-0.4	-0.1	1	7.1	0.3	-7	0	-1.2
Cc1[nH]c2ccccc2c1C(=O)C(=O)N1CCN(c2cccc(Cl)c2)CC1	2	-4.2	-0.1	-1	-0.1	-2.8	3	8	0.3
O=C(Oc1ccc([N+](=O)[O-])cc1)c1cc(-c2ccccc2)nc2ccccc12	-4	-0.5	-1.1	-6	0.6	-0.9	24	-25	-0.5
O=C(Nc1ccccc1)C1CC(=O)n2c(nc3ccccc32)N1 (configuration not stated)	4	-3.4	-1.0	-1	.	-1.4	-13	-8	-0.1
O=C(COC(=O)c1cc(Br)ccc1O)NNC(=O)c1ccc(Cl)cc1	1	-4.1	-1.1	6	-1.3	-2.2	1	3	-1.9
CCOC(=O)N1CCN(c2c(-c3ccc(C(C)C)cc3)c(=O)c2=O)CC1	5	-1.4	1.3	-5	0.1	-1.4	25	-10	-1.3
Cc1nn(-c2ccccc2)c2c1C(c1ccco1)C(C#N)=C(N)O2 (configuration not stated)	-7	-2.7	-0.3	-7	1.2	?	1	-1	0.4
Cc1ccc(SCc2[nH]nc3c2C2(CCSCC2)C(C#N)=C(N)O3)cc1	7	-4.0	0.3	2	.	0.0	4	8	2.8
CC1=NN(c2ccccc2)C(=O)/C1=C/C=C/C=C/N(C)C	0	-3.0	.	-32	.	-1.4	6	-10	0.6
CCC(=O)Nc1cccc(NC(=O)COc2ccc(OC)cc2)c1	0	-1.4	-0.6	-6	-3.5	1.2	0	-1	4.9
OCCNc1nc(-c2ccccc2)c2cc(Br)ccc2n1	2	-2.7	0.6	5	-2.2	-0.1	1	12	-2.3
CCCn1c(=O)n(N)c2ccccc21	-1	-1.1	-0.1	1	0.6	-0.8	-5	-3	-0.7
CCOc1ccc(-c2noc(CCC(=O)NCCc3ccccc3)n2)cc1OC	4	-1.0	-0.4	1	0.2	-3.3	-10	14	-1.9
O=C(NCc1ccccc1)C1CC(=O)N(c2ccc(OCC(=O)N3CCOCC3)cc2)C1 (configuration not stated)	-3	-0.4	-0.5	-2	-1.1	-1.5	-2	11	3.0
CCCc1n[nH]c2c1C(=O)C(C(=O)OC)C(C)(C)C2 (configuration not stated)	4	-4.6	0.4	6	-1.9	-1.1	-8	?	0.9
O=C(NCc1cccnc1)c1cc(C2CCCN(S(=O)(=O)c3ccccc3)C2)on1 (configuration not stated)	-1	-2.0	.	-2	-0.9	-0.6	-5	6	.
COP(=O)(OC)C1(Nc2ccc(C)cc2)CCCCC1	7	-2.8	0.0	-1	0.6	0.4	3	2	2.0
Cc1nn(-c2ccccc2)c2c1C(c1ccncc1)C(C#N)=C(N)O2 (configuration not stated)	2	-0.5	-1.0	-1	.	0.1	3	-4	0.8
COc1cccc(NC(=S)NCCCN2CCOCC2)c1	0	-3.8	0.7	0	.	0.1	6	-2	2.1
COc1ccc(C2=NN(c3ccccc3)C(c3ccc(OC)c(OC)c3)C2)cc1 (configuration not stated)	0	-1.2	1.7	80*	-2.7	-4.2	11	?	-2.9
O=C(COC(=O)c1cccc(S(=O)(=O)N2CCOCC2)c1)c1ccccc1	-2	2.2	-0.4	3	-2.5	-0.9	4	0	0.7
O=C(Nc1nn(Cc2ccccc2F)cc1Br)c1cccs1	-6	-0.7	0.1	-1	1.2	0.2	-4	-1	-1.3
Cc1ccc(S(=O)(=O)NCC(=O)OCC(=O)Nc2ccc3c(c2)OCCO3)cc1	-4	-1.5	1.1	0	-0.3	-0.8	-2	-12	1.9
CCOC(=O)N1CCN(c2cc(=O)n(C3CCCCC3)c(=O)[nH]2)CC1	-3	-2.5	-0.6	-2	0.8	-0.2	-6	-6	0.5
COCCNC(=O)c1c(CSc2ccc(F)cc2)noc1C(=O)NCc1ccccc1	-2	-0.4	4.6	0	0.0	0.1	3	4	3.2
O=C(Nc1ccccc1)NC1CCN(Cc2ccccc2)CC1	-3	-1.0	0.5	-1	.	-0.6	-4	0	-1.5
CN(C)C(CNC(=O)c1oc2ccccc2c1CSc1ncn[nH]1)c1ccco1 (configuration not stated)	-3	-0.6	0.7	2	.	0.5	-6	-13	1.5
CN(Cc1ccc(F)cc1)C(=O)c1cccc(NS(=O)(=O)c2ccccc2)c1	-2	-3.5	2.0	4	0.9	2.1	-5	-1	3.2
Cc1c(C=O)c2ccccn2c1C(=O)c1ccc(F)cc1	7	1.5	?	-2	2.1	-0.8	33*	32	-1.4
CCN1CCN(C(=O)C2=CC(c3ccc(C)cc3)=NS(=O)(=O)N2C)CC1	0	-1.9	0.6	-1	-1.4	-0.1	22	-4	-0.7

Another view of part of the listing above.
O=C(Nc1ccccc1)NC1CCN(Cc2ccccc2)CC1
  Anthrax LF prot: -3; FadD28 binding: -1.0; PfHsp40 rescue: 0.5; Mtb FBA inh: -1; Mtb BioA inh: .; BoNT-A LC inh2: -0.6; GDH-TPI counter: -4; BoNT-F LC inh: 0; UGM FP inh: -1.5

CN(C)C(CNC(=O)c1oc2ccccc2c1CSc1ncn[nH]1)c1ccco1 (configuration not stated)
  Anthrax LF prot: -3; FadD28 binding: -0.6; PfHsp40 rescue: 0.7; Mtb FBA inh: 2; Mtb BioA inh: .; BoNT-A LC inh2: 0.5; GDH-TPI counter: -6; BoNT-F LC inh: -13; UGM FP inh: 1.5

CCOC(=O)N1CCN(c2cc(=O)n(C3CCCCC3)c(=O)[nH]2)CC1
  Anthrax LF prot: -3; FadD28 binding: -2.5; PfHsp40 rescue: -0.6; Mtb FBA inh: -2; Mtb BioA inh: 0.8; BoNT-A LC inh2: -0.2; GDH-TPI counter: -6; BoNT-F LC inh: -6; UGM FP inh: 0.5

CCN1CCN(C(=O)C2=CC(c3ccc(C)cc3)=NS(=O)(=O)N2C)CC1
  Anthrax LF prot: 0; FadD28 binding: -1.9; PfHsp40 rescue: 0.6; Mtb FBA inh: -1; Mtb BioA inh: -1.4; BoNT-A LC inh2: -0.1; GDH-TPI counter: 22; BoNT-F LC inh: -4; UGM FP inh: -0.7

Next part.
molecule	Anthrax LF prot	FadD28 binding	PfHsp40 rescue	Mtb FBA inh	Mtb BioA inh	BoNT-A LC inh2	GDH-TPI counter	BoNT-F LC inh	UGM FP inh
CN(C)c1ccc(C(CC(=O)O)C(=O)O)cc1 (configuration not stated)	0	-2.3	-1.9	2	.	1.3	9	-1	1.0
CCOC(=O)N(C)c1c(CC)nc2c(OCc3cc(Cl)cc(Cl)c3)cccn12	-1	-6.2	.	-2	1.4	-0.4	3	-4	.
CCOc1ccccc1NC(=O)n1ncc2c(C)cccc21	-7	0.5	-1.0	0	-0.7	-0.2	8	-17	1.7
CC(=O)Nc1nc(N2C(=O)c3ccccc3C2=O)n(-c2ccccc2)n1	4	-0.8	-0.1	2	-0.7	1.9	4	16	1.2
COc1ccc(N/C=C(\C#N)c2nc3ccccc3n2C)c(OC)c1	-1	-0.2	0.3	-3	3.2	-3.2	22	-9	-2.0
CCC(C)NC(=O)C1CCN(S(=O)(=O)c2cccc3nonc23)CC1 (configuration not stated)	-1	-0.8	-0.1	-1	-0.7	-3.6	8	-22	0.9
CCN(CC)c1ccc(C(=O)OCC(=O)Nc2ccccc2-c2ccccc2)cc1	1	-0.6	1.3	3	-1.9	-0.1	22	-3	0.1
CN(C)C(CNC(=O)c1cccnc1Sc1ccccc1)c1ccco1 (configuration not stated)	-4	-1.0	0.7	-1	-2.0	-0.8	0	1	-1.9
CCOC(=O)C(C)Sc1nnc(-c2ccccc2O)n1Cc1ccccc1 (configuration not stated)	-4	-3.9	1.5	-1	0.1	0.6	-7	9	0.6
Cc1ccc(S(=O)(=O)N2CCCCC2)cc1NC(=O)c1ccc(=O)[nH]c1	-4	-3.6	.	-3	0.4	0.4	3	-3	.
Cc1ccccc1NC(=O)Cn1c(C)nc2ccc(NC(=O)C3CC3)cc2c1=O	-1	-0.3	-0.2	-1	-1.3	0.2	4	-7	1.5
CC1CCCC(C)N1Cc1cn2ccccc2n1 (configuration not stated)	4	-1.1	1.4	15	.	0.2	9	4	0.4
CC(=O)c1ccc(OCc2cc(C(=O)N3CCOCC3)no2)cc1	0	0.1	-1.1	-1	-0.9	1.4	-7	5	1.0
O=C1c2ccccc2NC(c2ccccc2O)N1O (configuration not stated)	-16	-3.3	-0.1	3	1.4	-0.7	-12	-11	-0.2
COc1ccccc1C(=O)Nc1ccc2c(c1)C(=O)NC2=O	-13	-0.5	0.1	-1	-0.6	-0.8	14	-8	2.3
CC(=O)Nc1c(-c2cc(=O)oc3cc(C)ccc23)oc2ccccc12	15	.	-0.9	2	1.1	-0.6	21	11	.
Cc1ccc(S(=O)ONc2cccc(NOS(=O)c3ccc(C)cc3)c2)cc1 (configuration not stated)	-10	-1.3	.	0	.	-0.9	9	-1	.
CCc1nc2ccccc2c(C(=O)NCc2ccccc2)c1C	-2	-1.9	-1.5	-3	.	1.9	3	27	-0.5
Cc1ccc(F)c(S(=O)(=O)NC(=O)C2(C)CCN2C(=O)CC2CCCCC2)c1 (configuration not stated)	-3	-0.8	.	8	0.0	-0.6	2	-7	.
CC1CC(C)CN(CCCNC(=O)c2c(O)nc3ccccn3c2=O)C1 (configuration not stated)	-3	-1.2	3.1	5	-0.8	-2.3	9	0	2.2
CC(=O)c1ccc(NC(=O)C(C)Sc2nnc3ccccn23)cc1 (configuration not stated)	4	-0.2	-0.5	4	-4.2	-0.2	6	4	-1.0
CCN(c1ccccc1)S(=O)(=O)c1ccc(OC)c(NC(=O)Cn2cnc3c2c(=O)n(C)c(=O)n3C)c1	1	-1.7	0.1	3	-1.5	-0.1	6	2	1.1
O=C(CSc1nc2ccccc2s1)N/N=C/c1ccc(C(=O)O)cc1	2	-1.2	-2.1	1	.	-1.1	4	-4	1.4
CCN1CCN(C(=O)CCc2nc3ccccc3n2-c2ccccc2)CC1	0	-3.1	-0.2	-2	-0.9	-1.1	-5	-8	3.7
CCN(CC(=O)NC1CCS(=O)(=O)C1)C(=O)COc1ccccc1-c1ccccc1 (configuration not stated)	3	-3.9	0.7	-8	12	-0.4	-7	-10	-3.1
COc1ccc(N2CCN(CCCNC(=O)C3CCCN(S(=O)(=O)c4c(C)n[nH]c4C)C3)CC2)cc1 (configuration not stated)	4	-1.7	1.9	-1	.	-0.4	4	-2	-1.7
COc1ccc(CC(=O)N/N=C(\C)c2cccnc2)cc1OC	1	-1.2	0.6	1	14	-0.2	3	-2	-3.3

Screening results from PubChem.
